Rin1-Abl PPI inh: human Rin1-Abl interaction inhibition; P00519+Q13671; TR-FRET Rin1/Abl binding, biochemical; inhibition, % at 7.35 µM; 360,000 compounds, 0.4% hits; in the data active = inhibition above about 5%, passing the limit was not always enough
Neddyl block: blocks human cullin neddylation; P61081+Q13564; TR-FRET cullin neddylation, biochemical; calls only at 25 µM; 360,000 compounds, 0.58% hits; in the data active = inhibition above about 36%
NadD block: blocks S. aureus nicotinate mononucleotide adenylyltransferase; purified NadD enzyme, colorimetric absorbance read-out; inhibition, % at 20 µM; 360,000 compounds, 0.78% hits; AID 602399; in the data active = inhibition above about 26%; note: some compounds past the cut are filed as inactive
FAS-TE inh: inhibitors of human fatty acid synthase thioesterase domain | P49327 | recombinant FAS-TE, OMFH fluorogenic substrate, fluorescence endpoint | inhibition, % at 15 µM | 360,000 compounds, 0.67% hits;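 active = compounds whose normalised, plate-corrected inhibition of enzyme fluorescence in the single-dose primary screen is 50% or more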;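 note: 0% = DMSO with enzyme and 100% = substrate without enzyme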
SKN-1 inh: C. elegans SKN-1 inhibition; C. elegans VP596 Pgst-4::GFP/RFP ratio, acrylamide-induced, 24 h; inhibition, % at 21.8 µM; 360,000 compounds, 0.49% hits; AID 624304;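 active = interference check ratio from 0.5 to 1.5 plus GFP to RFP signal ratio inhibition reaching or exceeding a fixed threshold, cut at about 30% in these data, passing the limit was not always enough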; note: some compounds called inactive have numbers as strong as hits
MT1-MMP act inh: MT1-MMP (human) activation inhibition; P50281; HT1080 RFP-PRO-GFP cells, GFP/RFP ratio fluorescence, overnight; percent of plate control window, DMSO zero; GFP/RFP ratio change, % at 20 µM; 360,000 compounds, 0.061% hits; AID 651647;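 active = GFP/RFP ratio change of at least 30% with cell ATP level not reduced by more than half and red fluorescence within 50% of control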; note: strong numbers were not always called active
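Assay system: RFP-PRO-GFP reporter HT1080 cells; read-out basis: GFP/RFP fluorescence ratio; benchmarks: DMSO wells and RFP-L50D-GFP cells; doses: 20 µM single dose, 1% DMSO; schedule: overnight cell settling, then overnight compound exposure, 37 °C, 5% CO2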
MLLE-PAM2 inh: blocks PAM2 peptide binding to the PABP1 MLLE domain | GST-MLLE / FITC-PAM2 fluorescence polarization | inhibition, % at 20 µM | 360,000 compounds, 0.36% hits | AID 588489; in the data active = inhibition above about 35%, passing the limit was not always enough;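 note: plate controls were DMSO wells with GST-MLLE for no effect and wells lacking GST-MLLE protein for full effect; some results filed as inactive read as strong as hits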
Rpn11 inh: inhibitors of human proteasome Rpn11. human 26S proteasome, Ub4-pepOG fluorescence polarization; 20S core pre-blocked with epoxomicin. calls only at 20 µM. 360,000 compounds, 0.59% hits;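 active = inhibition at 20 µM, scaled to each plate's controls, above about 33%, limit read from the data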
CSN inh: inhibitors of human CSN-mediated cullin deneddylation | Q92905 | Purified CSN, SCF-Nedd8-OG deneddylation, fluorescence polarization | inhibition, % at 12.5 µM | 360,000 compounds, 0.38% hits | AID 651999;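 active = pattern-corrected inhibition above about 35%, with an unprinted fluorescence ratio check between 0.5 and 1.5, limit read from the data, passing the limit was not always enough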;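 note: 0% = enzyme with substrate and 100% = substrate without enzyme; some results filed as inactive read as strong as hits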
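Test system: Human Csn5 produced in HEK293T cells | Compound: 12.5 µM single point | Times: 90 min, room temperature | Signal: Fluorescence polarization readout | Read-out basis: % inhibition of substrate cleavage by Csn5 | Controls: no-enzyme wells high, enzyme-with-substrate wells low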
Numbers without * were called inactive; i = inactive; . = no result given; + = active, no number.

SMILES	Rin1-Abl PPI inh	Neddyl block	NadD block	FAS-TE inh	SKN-1 inh	MT1-MMP act inh	MLLE-PAM2 inh	Rpn11 inh	CSN inh
CCOc1ccccc1NC(=S)NC(=O)CCc1ccccc1	-1	i	-5	25	16	-1	18	i	5
COc1ncccc1C(=O)Nc1c(-c2ccccc2)[nH][nH]c1=O	.	i	.	.	-8	-1	.	.	-2
CCOC(=O)C(CCOc1cccc(CC)c1)C(=O)OCC	0	i	0	-1	-18	-2	15	i	23
O=C1NC[C@H](CCCCN2C[C@H](Cc3ccccc3)N(CC3CCCCC3)C(=O)C2=O)N(CCc2ccc(O)cc2)C1=O	.	i	12	-1	-8	0	.	.	0
Cn1c2ccccc2c2ncn(CCCN3CCOCC3)c(=O)c21	-8	i	1	-10	6	5	0	i	11
C=CCOC(=O)c1ccc(-n2cncn2)nc1	2	i	1	-10	12	0	7	i	-4
Cc1cc(C(=O)N2CCC2(C)C(=O)NS(=O)(=O)c2ccc(F)cc2F)nn1C (stereo not drawn)	0	i	2	-10	-7	4	0	i	0
O=C(COC(=O)c1cc(-c2ccccc2)nc2ccccc12)NC1CC1	3	i	-6	7	-2	-2	-46	i	4
COc1cc(SC)ccc1C(=O)NCc1ccccc1	-1	i	-4	-7	8	1	3	i	-4
COc1cc(NC(=O)c2ccco2)c(C(=O)OCC(=O)c2c[nH]c3ccccc23)cc1OC	0	i	1	-6	-10	-3	-39	i	5
Cc1ccccc1N1CC(C(=O)Nc2nnc(SCc3ccccn3)s2)CC1=O (stereo not drawn)	-1	i	20	-2	-15	-4	-3	i	-4
O=C(Nc1nc(-c2cccs2)cs1)c1ccc(S(=O)(=O)N2CCCC2)cc1	4	i	7	26	4	-4	4	i	13
O=C(COC(=O)COc1ccccc1Cc1ccccc1)Nc1cccnc1Cl	3	i	-7	-6	2	2	4	i	-15
CCOc1ccc(/C=N/NC(=S)NC2CC3C=CC2C3)cc1 (stereo not drawn)	-3	i	0	8	22	-5	0	i	4
CCCCSc1nc2c(cnn2-c2ccc(Cl)cc2)c(=O)[nH]1	4	i	14	-10	-4	-1	-4	i	0
O=C(NNC(=O)C12CC3CC(CC(O)(C3)C1)C2)c1ccccc1O	-2	i	-6	-4	16	-1	-18	i	4
Cc1ccc(/C=N/NC(=O)Cn2nnc(N)n2)cc1	0	i	-4	-5	-5	4	0	i	5
Cc1ccc(-c2csc(NC(=O)C3CC(=O)N(Cc4ccco4)C3)n2)cc1 (stereo not drawn)	4	i	-8	7	3	-1	-4	i	-3
Cc1ccc(S(=O)(=O)N(C)C)cc1NC(=O)C1CCCCC1	1	i	0	-3	9	0	3	i	-3
COc1ccc(-c2cc(C(F)(F)F)nc(-n3ccnc3C)n2)cc1	-2	i	-6	10	-1	-10	2	i	1
O=C(/C=C/[C@H]1O[C@@H](n2ccc(=O)[nH]c2=O)[C@H](O)[C@@H]1O)NCCN1CCCC1	1	i	-2	-9	10	2	-1	i	4
COc1ccc(NC(=S)N2CCC(C(=O)c3ccc(C)cc3)CC2)cc1	-3	i	3	6	-3	2	-102	i	4
Cc1ccc(NC(=O)CSCC(=O)N(C)CC(=O)Nc2c(C)cccc2C)cc1	4	i	0	-2	12	3	-48	i	-2
COc1ccccc1NC(=O)C(=O)NCCC1CCCCN1S(=O)(=O)c1cccs1 (stereo not drawn)	-1	i	-8	28	20	1	8	i	-2
CCOCCOC(=O)c1[nH]c2c(c1C)C(=O)CC(c1cccs1)C2 (stereo not drawn)	0	i	-3	-5	-9	.	0	i	0
CC(C)CN(C(=O)COC(=O)Cn1cnc2ccccc2c1=O)C1CCS(=O)(=O)C1 (stereo not drawn)	-2	i	0	-7	-24	1	-17	i	-1
Cc1ccc(N(CC(=O)N(C)Cc2ccccc2)S(C)(=O)=O)cc1C	2	i	-1	1	2	-2	-2	i	2
O=C1[C@H]2[C@@H](c3ccc(C(F)(F)F)cc3)N[C@]3(CCCN(Cc4ccccc4)C3=O)[C@H]2C(=O)N1Cc1ccccc1	0	i	-3	30	-11	2	-9	i	-5
Cc1cnnn1-c1ccc([N+](=O)[O-])cc1	4	i	-1	-3	2	-6	9	i	0
O=C1CC(SC2=NCCS2)C(=O)N1c1ccc(Br)cc1 (stereo not drawn)	-2	i	3	1	1	5	8	i	1
CCC(C)c1c(N)n(S(=O)(=O)c2ccc(C)cc2)oc1=O (stereo not drawn)	2	i	-3	-5	0	0	-3	i	4
CCN(CC)S(=O)(=O)c1cc(Br)ccc1OC	1	i	-4	0	6	-1	0	i	0
COCCNC(C)C(=O)C12CC3CC(CC(C3)C1)C2 (stereo not drawn)	0	i	0	-8	-1	5	4	i	0
CC(Sc1nncn1C)C(=O)Nc1ccc(Cl)cn1 (stereo not drawn)	-2	i	-5	-11	6	0	-12	i	2
CC(C)n1c(=O)c2ccccc2n1Cc1cn(Cc2ccccc2)nn1	-2	.	-11	-11	-15	0	-3	i	-2
CCNC(=O)c1c(O)c2c([nH]c1=O)CCCC2	-1	i	-2	-1	12	2	-2	i	0
Cc1ccc(C)c(CC(=O)N2CCCCC2c2cc(C(=O)Nc3ccc(F)c(Cl)c3)no2)c1 (stereo not drawn)	-1	i	2	20	-7	-1	-12	i	-5
Cc1ccc2c(c1)C(=O)N(CCCCO)C2=O	-1	i	0	-6	-1	.	-4	i	0
CCCN(CC(=O)Nc1ccccc1C)C(=O)C1CCN(S(=O)(=O)c2ccc(C)c(C)c2)CC1	-1	i	-9	2	18	-2	-1	i	3
Cc1nn(-c2ccccc2)nc1C(=O)Nc1ccc2[nH]ncc2c1	2	i	-2	0	5	-1	-9	i	-2
N#Cc1ccc(Oc2ccc(C(N)=O)cc2)cc1C#N	3	i	-2	11	-2	1	-5	i	-1
Cc1ccc(S(=O)(=O)NCCCn2ccnc2)cc1C(=O)NC(C)C	1	i	1	-6	6	-2	-8	i	4
C/C(=N/NC(=O)C1CCCN1C(=O)c1ccc([N+](=O)[O-])cc1)c1ccc(Br)cc1 (stereo not drawn)	1	i	-4	12	-3	2	1	i	1
CCOC(=O)c1cc(-c2cccc([N+](=O)[O-])c2)n[nH]1	-5	i	-4	9	3	1	18	i	1
COc1cc(C=C(c2nc3ccccc3s2)c2nc3ccccc3s2)ccc1O	0	i	26	44	-5	-2	-73	+	14
CCc1ccccc1NC(=O)c1ccc(OCc2c(C)noc2C)cc1	-2	i	-3	-5	-1	7	-2	i	0
CCCn1c(=O)c2c(ncn2C)n(CCC)c1=O	-2	i	-1	1	12	5	-10	i	0
Cc1noc(/C=C/N(C)C)c1S(=O)(=O)N1CCCC(C(=O)Nc2ccc(F)cc2F)C1 (stereo not drawn)	-1	i	-3	1	-4	-6	-16	i	-1
O=S(=O)(Nc1ccccc1)c1ccc(-c2cnc(C3CC3)o2)cc1	0	i	-3	14	6	-1	-8	i	-2
Cn1c(=O)c2c(nc(Sc3n[nH]c(N)n3)n2Cc2ccccc2Cl)n(C)c1=O	5	i	0	-7	5	2	-7	i	-5
COc1ccccc1/C=C1\SC(=S)N(CCC(=O)Nc2nnc(C)s2)C1=O	3	i	6	-8	14	3	10	i	0
COC(=O)CCCC(=O)N1CCC(CO)(CCc2ccccc2)CC1	-1	i	-2	-2	-17	-7	-3	i	2
Cc1ccc(S(=O)(=O)Nc2ccccc2C(=O)Nc2ccc(S(=O)(=O)Nc3nccc(C)n3)cc2)cc1	-2	.	10	-5	18	1	1	i	-18
O=C(Cc1ccc(F)cc1)Nc1ccc(S(=O)(=O)N2CCCCC2)cc1	3	i	-10	7	4	1	1	i	-4
CCOC(=O)c1sc2nc(C)nc(NCCc3ccccn3)c2c1C	-2	.	-24	2	12	2	18	i	-2
CC(C)=CCC[C@](C)(O)C1CC[C@]2(C)C1[C@H](O)CC1[C@@]3(C)CC[C@H](O[C@@H]4O[C@H](CO)[C@@H](O)[C@H](O)[C@H]4O[C@@H]4O[C@H](CO)[C@@H](O)[C@H](O)[C@H]4O)C(C)(C)C3CC[C@]12C (stereo partly drawn)	-3	i	-20	-6	6	-4	3	i	1
Cn1ncc2c(Nc3cccc(C(=O)O)c3)ncnc21	1	i	-1	-6	21	3	-5	i	2
CCOC(=O)CSc1ncnc2c(C(=O)OCC)c3n(c12)CCC3	-7	i	2	-9	1	3	3	i	0
S=C(Nc1ccc(Cl)cc1)NN1CCOCC1	2	i	-2	-11	-12	2	-7	i	1
CCCNC(=O)C(Cc1cccc(C#N)c1)NC(=O)c1cccc([N+](=O)[O-])c1 (stereo not drawn)	1	i	1	19	-4	-2	11	i	-4

Some values from the results shown:
In SKN-1 inh, Cn1ncc2c(Nc3cccc(C(=O)O)c3)ncnc21 reads 21
In SKN-1 inh, CC(C)=CCC[C@](C)(O)C1CC[C@]2(C)C1[C@H](O)CC1[C@@]3(C)CC[C@H](O[C@@H]4O[C@H](CO)[C@@H](O)[C@H](O)[C@H]4O[C@@H]4O[C@H](CO)[C@@H](O)[C@H](O)[C@H]4O)C(C)(C)C3CC[C@]12C (stereo partly drawn) reads 6
In MLLE-PAM2 inh, Cc1ccc(S(=O)(=O)Nc2ccccc2C(=O)Nc2ccc(S(=O)(=O)Nc3nccc(C)n3)cc2)cc1 reads 1

Other entries follow.
SMILES	Rin1-Abl PPI inh	Neddyl block	NadD block	FAS-TE inh	SKN-1 inh	MT1-MMP act inh	MLLE-PAM2 inh	Rpn11 inh	CSN inh
COc1ccccc1-c1noc(CCC(=O)Nc2cccc(C(F)(F)F)c2)n1	4	i	-7	12	29	-1	10	i	-4
CCCN1C2CCCC1CC(NC(=O)c1ccccc1OC)C2 (stereo not drawn)	-2	i	-2	-2	14	0	-15	i	8
COc1ccc(/C=C/C(=O)NCCc2c[nH]c3ccccc23)cc1OC	-1	i	4	3	-18	4	3	i	-1
Cc1ccc(/C=C/C(=O)c2ccccc2)cc1	0	i	-8	2	15	-2	-5	i	5
COc1ncnc2c1ncn2CCCN1CCN(c2ncccn2)CC1	0	i	2	-6	-8	4	9	i	0
CCOC(=O)Cc1csc(NC(=O)c2ccc(OC)c(OC)c2)n1	1	i	-1	-7	7	6	-6	i	-4
COc1ccc(CN2CCc3ccccc3C2)c(OC)c1	-2	i	-8	-4	-18	-1	11	i	0
CC(=O)c1ccc(NC(=O)CCc2nnc3ccc(N4CCCC4)nn23)cc1	0	i	-4	-4	-11	-1	-2	i	-1
O=S1c2ccccc2Oc2ccccc21	-1	i	-2	-6	11	1	2	i	-6
Cc1ccc(CNC(=O)CSc2ccc(-c3ccco3)nn2)cc1	1	i	3	-10	-4	4	9	i	2
CCC(=O)n1nc(-c2ccc(OC)cc2)nc1SC	-1	i	1	2	-6	3	-26	i	0
CNc1ccccc1NC(=O)CCn1c(=S)oc2ccccc21	-1	i	-1	-1	-6	-4	0	i	-3
COCCCn1c(-c2ccsc2)nc2c1c(=O)[nH]c(=O)n2Cc1ccccc1	0	i	-3	-1	10	0	0	i	2
Cc1c(F)cccc1NC(=O)CCCCCC1NC(=O)NC1C (stereo not drawn)	86*	i	2	-6	-6	4	1	i	-3

Ordered by the number under CSN inh (high to low): 3 of the compounds above.
| compound | CSN inh |
| --- | --- |
| S=C(Nc1ccc(Cl)cc1)NN1CCOCC1 | 1 |
| O=C1NC[C@H](CCCCN2C[C@H](Cc3ccccc3)N(CC3CCCCC3)C(=O)C2=O)N(CCc2ccc(O)cc2)C1=O | 0 |
| Cc1ccccc1N1CC(C(=O)Nc2nnc(SCc3ccccn3)s2)CC1=O (stereo not drawn) | -4 |
